# Pf growth 96h: Primary qHTS for delayed death inhibitors of the malarial parasite plastid, 96 hour incubation; Potency, µM (series often up to 28.7 µM), for the others: top-dose activity change, negative = inhibition, usual class: inhibitors; hit rate 6.9% among 320,000; P. falciparum luciferase reporter growth, 96 h
#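 Compounds incubated with erythrocytes infected by luciferase-expressing P. falciparum (2% hematocrit, 0.05% parasitemia final) for 96 hours, 37 C in 5% CO2. Growth inhibition scored as decreased luciferase luminescence.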
# Sm TGR block: qHTS Assay for the Inhibitors of Schistosoma Mansoni Peroxiredoxins; Schistosoma mansoni thioredoxin glutathione reductase (TGR), Q962Y6; purified TGR, DTNB reduction, TNB absorbance 405 nm; Potency, µM (doses to about 114 µM), for inactives: at the highest dose activity change, negative = inhibition, hits mostly inhibitors; hit rate 3% among 360,000; AID 485364, 2010; further: nearly all actives have a fitted effect of over 60% in size
#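 TGR 20 nM + NADPH 100 uM (dispensed conc.), cpd preinc 15 min RT; start with NADPH (500 uM addition) then DTNB (15 mM addition). Kinetic TNB absorbance, 405 nm filter. Four-parameter Hill fit across titration.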
# LmPK inhibitor: qHTS Assay for Inhibitors of Leishmania Mexicana Pyruvate Kinase (LmPK) | Q27686 | purified LmPK, Kinase-Glo ATP luminescence, 1 h | Potency, µM (doses to about 57.5 µM), for the others: top-dose activity change, negative = inhibition, hits mostly inhibitors | hit rate 0.37% among 290,000
# Target sequence (Q27686 whole entry, looked up): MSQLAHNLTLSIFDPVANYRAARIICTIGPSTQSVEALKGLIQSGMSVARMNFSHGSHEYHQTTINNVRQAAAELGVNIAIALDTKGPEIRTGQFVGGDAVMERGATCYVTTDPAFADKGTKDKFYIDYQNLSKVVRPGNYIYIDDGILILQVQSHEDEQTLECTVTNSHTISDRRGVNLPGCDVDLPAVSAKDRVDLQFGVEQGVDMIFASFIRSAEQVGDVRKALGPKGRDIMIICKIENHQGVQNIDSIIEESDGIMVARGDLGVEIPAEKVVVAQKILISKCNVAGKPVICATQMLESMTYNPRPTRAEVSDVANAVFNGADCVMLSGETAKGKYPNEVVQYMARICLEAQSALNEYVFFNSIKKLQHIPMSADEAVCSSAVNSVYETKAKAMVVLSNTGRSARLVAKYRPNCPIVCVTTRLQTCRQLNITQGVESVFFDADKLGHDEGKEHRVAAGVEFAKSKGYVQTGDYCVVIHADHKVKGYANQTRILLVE
#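 0.1 nM LmPK, 0.5 mM PEP, 0.1 mM ADP; 50 mM imidazole pH 7.2, 7 mM MgCl2, 50 mM KCl; 1 h RT. Kinase-Glo luminescence readout, normalized to no-enzyme (full inhibition) and uninhibited wells.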
# TbPYK inhibitor: qHTS of Trypanosoma Brucei Inhibitors | pyruvate kinase (Trypanosoma brucei), Q57TT1 | Potency, µM (doses to about 76.8 µM), for the others: at the top dose activity, negative = inhibition, usual class: inhibitors | hit rate 0.12% among 410,000 | TbPYK enzyme, Kinase-Glo Plus ATP luminescence, 45 min | AID 624173, 2012; further: nearly all actives have a fitted effect of over 50% in size
#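 Screened from lowest to highest concentration, compounds were pinned into TbPYK/substrate mixtures, and ADP (130 uM final) was added. Plates sat at room temperature for 45 min prior to Kinase-Glo Plus detection by luminescence.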
# Pf growth 48h: Primary qHTS for delayed death inhibitors of the malarial parasite plastid, 48 hour incubation | P. falciparum luciferase growth in erythrocytes, 48 h | Potency, µM (doses to about 28.7 µM), for inactives: at the highest dose activity change, negative = inhibition, usual class: inhibitors | hit rate 5.9% among 310,000 | AID 504832, 2011
#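 In quantitative HTS format, infected erythrocytes bearing luciferase-reporter parasites were treated for a single generation at 37 C. Luminescence after adding detection reagent served as the growth measure.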
# HCV inh: qHTS Assay for Inhibitors of Hepatitis C Virus (HCV) | Huh7.5.1 HCVcc-Cre infection, luciferase reporter, 44 h | Potency, µM (top dose mostly 41.8 µM), without a hit: top-dose activity change, negative = inhibition, most hits filed as inhibitors | hit rate 3.4% among 340,000
#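 1,000 cells/well; 4 h culture; + compound; + HCVcc-Cre (~0.5 moi); 44 h; luciferase substrate, RT 15 min; read 15 sec.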
# * hit, by the source's call; ? = inconclusive; · = not tested or not shown; & = joins results of further samples; [ ] = remark or other dose. The call rests on the fitted dose curve; in most records, active means well fitted curve in the direction sought with a large enough effect; inconclusive means small, poorly fitted or top-dose-only effect, or another doubt; inactive means no such curve, though single readings can be large; an effect the other way counts as inactive or inconclusive. On the % scale 0 is the no-effect control and ±100 the full control effect; potency means the concentration at half of the fitted maximal effect.
canonical_smiles	Pf growth 96h	Sm TGR block	LmPK inhibitor	TbPYK inhibitor	Pf growth 48h	HCV inh
COc1cc(NC(=O)C2CCCCC2)c(OC)cc1NC(=O)CN1CCCCC1	?	-10%	2%	3%	16%	?
O=C(Cn1c2ccccc2c(=O)c2ccccc21)N/N=C/c1cc([N+](=O)[O-])ccc1N1CCCCC1	-9%	2%	2%	-3%	5%	?
COc1ccccc1C(c1nnnn1CC1CCCO1)N1CCC(C(N)=O)CC1 (stereo not given)	-2%	3%	-2%	6%	?	0%
CCOC(=O)C1C(=O)C=C(Nc2ccccc2F)CC1c1ccccc1 (stereo not given)	-13%	-16%	-1%	-9%	0%	6%
FC(F)Oc1ccc(NC(=S)Nn2cnnc2)cc1	0%	-14%	-3%	?	-17%	5µM*
CC1=Nc2ccc(C)cc2N(Cc2ccccc2)C(=O)C1	60%[activator]	0%	0%	0%	·	1%
CSCCC(NS(=O)(=O)c1ccc(Br)cc1)C(=O)OCC(=O)NC1CC1 (stereo not given)	?	-1%	1%	3%	8%	6%
C/C(=N\NC(=S)NC1CCCCC1)c1ccc(OC(F)F)cc1OC(F)F	?	9%	4%	2%	?	?
COc1ccc(OC)c(NS(=O)(=O)c2c(C(=O)N3CCCCCC3)c(C)n(C)c2C)c1	37%[activator]	-6%	8%	-5%	-28%	17%
Cc1ccc(CN2CCNC(=O)C2CC(=O)NC2CCCCCC2)cc1 (stereo not given)	?	?	-8%	-15%	3%	12%
CC1CCN(C(=O)c2[nH]cnc2C(=O)NCc2ccc(CNC(=O)OC(C)(C)C)cc2)CC1	-4%	-10%	·	1%	-4%	?
CC/C(CC(C)(C)c1ccccc1)=N\O	·	-12%	1%	6%	13%	12%
CC(=O)OC1(Cc2ccccc2)CN2CCC1c1ccccc12 (stereo not given)	-21%	0%	1%	-10%	6%	3%
Cc1ccc(COc2coc(CO)cc2=O)cc1	73%[activator]	-29%	1%	4%	97%[activator]	12%
Cc1ccc(C(=O)N(CCC2=CCCCC2)c2c(N)n(Cc3ccccc3)c(=O)[nH]c2=O)o1	9%	0%	·	-4%	?	-37%
CC1=C[C@H]2OC(=O)[C@@H](C)[C@H]2C[C@@H]2[C@H]1C[C@@H](O)[C@@]2(C)O	58%[activator]	1%	2%	2%	89%[activator]	14%
CCOC(=O)C1CCN(C(=O)CN2C(=O)NC3(CCCCC3)C2=O)CC1	-24%	-9%	·	-1%	-3%	2%
COc1ccc(C2Nc3ccccc3C(=O)N2Cc2ccco2)cc1COc1ccccc1F (stereo not given)	4.1µM*	-25%	-1%	-3%	·	?
N#CC(C(=O)NC1CCCCC1)c1nc2ccccc2nc1N1CCN(c2ccc(F)cc2)CC1 (stereo not given)	40%[activator]	-17%	5%	·	11%	6%
COc1ccc(-c2nnc(SCc3cccc(C)c3)n2N)cc1	-1%	-18%	3%	·	2%	12%
COc1cc(OC)c(NC(=O)c2ccc3c(SCC(=O)O)c4c(nc3c2)CCCC4)cc1Cl	226%[activator]	-6%	4%	-6%	5.2µM*	-29%
CCn1c(=O)n(CC)c2cc(S(N)(=O)=O)ccc21	?	6%	7%	0%	·	10%
Cc1ccccc1C(=O)NC1CCN(C(=O)Nc2ccc(F)cc2)CC1	?	3%	-1%	0%	-9%	-10%
Nc1cc(=O)[nH]c(SCC(=O)Nc2ccc(Cl)c(Cl)c2)n1	·	4%	5%	7%	17%	8%
CC(=O)Nc1ccc(S(=O)(=O)NCc2ccccn2)cc1	-1%	3%	4%	-1%	-3%	-3%
CS(=O)(=O)NCCOc1ccc(S(=O)(=O)NCCOc2ccccc2)cc1	31%[activator]	7%	3%	0%	10µM*	6%
O=C(NCCCc1ccccc1)C1CCN(S(=O)(=O)c2ccc(F)cc2)CC1	?	-1%	-1%	0%	9%	?
Cc1ccc(C(=O)N/C(=C\c2cn(C)c3ccccc23)C(=O)NCCN2CCOCC2)cc1	?	-33%	6%	-7%	?	-4%
COc1ccc(N2CCN(C(=O)COC(=O)c3cc(S(=O)(=O)N(C)C)ccc3N3CCCC3)CC2)cc1	?	6%	·	-5%	10µM*	4%
Cc1ccc(CNC(=O)[C@@H](NC(=O)C2CCN(C(=O)[C@@H]3CCCN3)CC2)C(C)C)cc1	36%[activator]	-18%	-12%	5%	21%	-5%
CC1CCN(C(=O)CSc2nnc(CNC(=O)c3c(F)cccc3F)o2)CC1	34%[activator]	-10%	-6%	-7%	14%	14%
O=C(C1=C[C@H](c2ccc(Br)cc2)C[C@H](OCCCCO)O1)N1CCN(Cc2ccc3c(c2)OCO3)CC1	4.1µM*	-10%	10%	3%	1.5µM*	?
CCS(=O)(=O)NCC(c1ccco1)N1CCN(c2ccccc2F)CC1 (stereo not given)	2%	5%	-1%	-5%	6%	4%
CC1N(C)c2cc(NC(=O)c3ccco3)ccc2C1(C)C (stereo not given)	16%	?	-5%	-6%	-71%	-28%
Nc1c(C(=O)Nc2cccc(F)c2)nnn1-c1cccc(C(F)(F)F)c1	?	4%&7%	-1%	5%&-3%	156%[activator]	?
O=C(CN1CCCC1)Nc1ccc(Cl)cc1C(=O)c1ccccc1	-13%	5%	-2%	0%	-6%	-19%
CSc1nc2sc3c(c2c(=O)n1C)CCCC3	36%[activator]	-25%[11.4 µM]	8%	0%	·	11µM*
CCN(CC)S(=O)(=O)c1ccc(C(=O)/C=C/c2ccc(-c3ccc([N+](=O)[O-])cc3)o2)cc1	19%	16µM*	-4%	-7%	3%	-14%
Cc1cccc(C(=O)c2cnc3ccccc3c2-c2ccccc2)c1	·	-6%	-7%	0%	?	?
O=C(Nc1ccc(C(=O)N2CCOCC2)cc1)c1cccc([N+](=O)[O-])c1	?	18%	-2%	0%	5%	17%
CC1CCC2(CC1)Nc1ccccc1C(=O)N2c1ccccc1 (stereo not given)	56%[activator]	-27%	-2%	4%	·	-3%
CC(Sc1nnc(CNC(=O)c2ccco2)n1C)C(=O)Nc1nccs1 (stereo not given)	10%	-1%	5%	-1%	26%	14%
COc1ccc(NC(=O)CCNS(=O)(=O)c2cc(Br)cnc2N)cc1OC	?	0%	2%	2%	6%	0%
CC(Sc1cnccn1)C(=O)O (stereo not given)	33%[activator]	1%	-1%	-4%	20%	-2%
CCOc1cc(/C=C/c2ccc3cccc([N+](=O)[O-])c3n2)ccc1O	-19%	-15%	7%	-4%	-16%	?
COc1ccc(Br)cc1C(=O)O	·	7%	0%	-6%	2%	-2%
CCC(=O)Nc1c(-c2ccccc2Cl)c(=O)c2ccccc2n1C	17%	-6%	-1%	-3%	23%	20%
O=C(NCc1ccccn1)c1cccc(S(=O)(=O)NCc2ccccc2)c1	-5%	4%	·	0%	-24%	?
Cc1ccc(N(CC(=O)NC(C)C)C(=O)CCC(=O)Nc2nccs2)cc1C	?	11%	-1%	-8%	·	4%
CCOC(=O)c1ccc2[nH]c3ccccc3c2c1	41%[activator]	11%	-1%	-3%	?	?

# (further entries)
canonical_smiles	Pf growth 96h	Sm TGR block	LmPK inhibitor	TbPYK inhibitor	Pf growth 48h	HCV inh
COc1cc(NC(=O)c2ccc3nsnc3c2)cc(OC)c1OC	-15%	1%	-2%	0%	18%	0%
O=C1c2ccccc2C(=O)N1OS(=O)(=O)c1ccccc1	-19%	1.3µM*	?	·	6%	-5%
O=[N+]([O-])c1cc(Cl)ccc1N1CCCCC1	10%	5%	-2%	7%	26%	6%
N#CCSc1nc(Nc2ccc3c(c2)OCO3)c2ccccc2n1	-5%	11%	2%	1%	?	8.9µM*
N#Cc1cn(-c2ccccc2)nc1C(=O)c1ccccc1	?	8%	-3%	-6%	·	?
CCCc1nn(C)c2c(=O)[nH]c(-c3cc(S(=O)(=O)Nc4ccc(NC(C)=O)cc4)ccc3OCC)nc12	12µM*	6%	0%	-6%	9.3µM*	?
